# CHT block: inhibits the human high affinity choline transporter; Q9GZV3; CHT-expressing cells, membrane potential dye, choline response; active compounds read low; B-score at 10 µM; actives 0.86% (n = 310,000); AID 488975;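 active = B-score over 3 SD under the library average, and starting fluorescence ratio not unusually high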;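 note: choline stimulus applied at its EC90 after an EC20 pre-addition; B-score computed on integrated fluorescence ratio after choline addition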
# Target sequence (Q9GZV3 whole entry, looked up): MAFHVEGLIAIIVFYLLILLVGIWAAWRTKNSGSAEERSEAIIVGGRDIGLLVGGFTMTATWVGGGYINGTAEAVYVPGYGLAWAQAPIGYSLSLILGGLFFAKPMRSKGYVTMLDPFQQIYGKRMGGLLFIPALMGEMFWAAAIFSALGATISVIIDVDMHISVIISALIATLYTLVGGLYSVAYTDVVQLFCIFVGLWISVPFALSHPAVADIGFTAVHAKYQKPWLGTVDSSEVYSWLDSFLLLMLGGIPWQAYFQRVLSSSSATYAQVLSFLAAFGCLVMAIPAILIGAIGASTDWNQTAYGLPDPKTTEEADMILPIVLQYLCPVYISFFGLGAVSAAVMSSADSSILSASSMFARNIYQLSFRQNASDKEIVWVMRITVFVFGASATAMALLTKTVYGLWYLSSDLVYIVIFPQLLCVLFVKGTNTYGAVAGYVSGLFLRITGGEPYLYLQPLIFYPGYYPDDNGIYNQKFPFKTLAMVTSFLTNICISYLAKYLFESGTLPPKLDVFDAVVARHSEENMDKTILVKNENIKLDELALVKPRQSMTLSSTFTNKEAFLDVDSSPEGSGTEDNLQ
# CHT PAM: allosterically activates the human high affinity choline transporter; AID 488977; Q9GZV3; CHT-expressing cells, membrane potential dye, choline EC20; active compounds read high; LV-AA mutant CHT in HEK293 cells; actives 0.49% (n = 310,000); B-score at 10 µM;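 active = initial fluorescence not abnormally high and integrated response B-score, plate-corrected, over 3 SD above library mean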
# Calls only; i = inactive. Outcome played no part in choosing rows. Share with any hit: about 1.5%.
SMILES,CHT block,CHT PAM
COc1ccc(NC(=O)c2cc(Br)ccc2Cl)c(OC)c1,i,i
Cc1noc(C)c1COC(=O)CCCc1c[nH]c2ccccc12,i,i
O=C(CSc1nnc(Cc2cccs2)n1-c1ccccc1)NC1CCCCC1,i,i
Cc1c(C#N)c2ncnc(N)c2n1-c1ccccc1,i,i
N#Cc1nc(COc2ccc(Cl)cc2Cl)oc1N1CCN(c2ccccc2)CC1,i,i
Cc1ccc(-n2nc3c(N4CCC(C(=O)N5CCC(C(N)=O)CC5)CC4)nnc(C)c3c2C)cc1,i,i
CCN(CC)c1nc(Nc2ccc(Cl)cc2)nc(OCC#N)n1,i,i
CCCCn1c(SCC(=O)NNC(=O)c2ccco2)nnc1-c1ccco1,i,i
C=CCN1c2ccccc2[C@]23C[C@@H](C(=O)OC)N(C(=O)c4ccc(Br)cc4)C2=NC(C(=O)OC)=C(C(=O)OC)[C@H]13,i,i
CC1(C)CC(N=Cc2c(O)n(Cc3ccc4c(c3)OCO4)c(=O)c3ccccc23)CC(C)(C)N1,i,i
CCN(CC(=O)Nc1c(F)cccc1F)C(=O)CCN1C(=O)c2cccc([N+](=O)[O-])c2C1=O,i,i
Cc1cc(OCC(=O)NCC(c2cccs2)N2CCOCC2)ccc1C(C)C (stereo not given),i,i
O=C1C[C@@H](c2ccc(O)cc2)Oc2cc(O)cc(O)c21,i,i
COCCNCCOc1ccc(C)cc1[N+](=O)[O-],i,i
CCC(CC)c1nnc(NC(=O)CCCN2C(=O)c3ccccc3C2=O)s1,i,i
Fc1cccc(Cl)c1CSc1nnnn1-c1ccc2c(c1)OCO2,i,i
CC1CN(C(=O)COC(=O)[C@@H]2CC(O)CN2S(=O)(=O)c2ccc3c(c2)OCCO3)CC(C)O1 (stereo not given in full),i,i
O=C(N=C1N=C2C=CC=CN2Cc2ccccc21)c1ccc(S(=O)(=O)N2CCCC2)cc1,i,i
CN(CCNC(=O)C1(O)c2ccccc2NC(=O)N1c1ccccc1)Cc1ccccc1 (stereo not given),i,i
CS(=O)(=O)N(CC(=O)N1CCc2ccccc2C1)c1ccc(Cl)cc1F,i,i
CN1CC(c2ccccc2)C(c2ccc(Cl)cc2)=N1 (stereo not given),i,i
O=C(O)CSc1ncnc2sc3c(c12)CCC3,i,i
CCCCn1nc(NC(=O)CC)c2cc3cc(OC)ccc3nc21,i,i
Cn1c(SCc2nc3ccccc3[nH]2)nnc1-c1ccccn1,i,i
COc1ccc(N/C=C2/CCCCC2=O)cc1,i,i
COc1cc(OC)c(OC)cc1CN1CCN(S(=O)(=O)c2ccc(NC(C)=O)cc2)CC1,i,i
CC(C)c1ccccc1NC(=O)COC(=O)/C=C/c1cccc([N+](=O)[O-])c1,i,i
Cc1ccc(OCC(=O)Nn2cnc3ccccc32)cc1,i,i
Cc1ccccc1N1C(=O)C(Oc2ccc(Cl)cc2)C1CNC(C)(C)C (stereo not given),i,i
CC(=O)c1ccc(N2CCN(C(=O)c3nn(Cc4ccccc4)c(=O)c4ccccc34)CC2)cc1,i,i
Cc1cccc(NCCC(=O)c2ccc(Br)cc2)c1,i,i
CC1CCCC(C)N1C(=O)CSc1nnc(COc2ccccc2)n1-c1ccccc1 (stereo not given),i,i
COC(=O)C1=CN(C)C=C(C(=O)OC)C1c1ccc(O)c(OC)c1,i,i
Cc1noc(C)c1S(=O)(=O)Nc1ccccc1OC(F)(F)F,i,i
O=C(COC(=O)c1ccc2[nH]c3c(c2c1)CCCC3)Nc1ccccc1,i,i
Cc1cc(NC(=O)CSc2nnc(-c3ccncc3)n2C)n(-c2ccccc2)n1,i,i
O=c1c(Cc2ccccc2O)c(O)nc2n1CCCS2,i,i
Cn1nc(C(=O)NC2CCCCCC2)ccc1=O,i,i
O=C(NN=C1CCCCCCCCCCC1)c1ccccc1F,i,i
CCC1CCCCN1CCCNC(=O)C1CCN(c2nnc(-n3cccc3)s2)CC1 (stereo not given),i,i
Cc1ccc(C)c(OCc2cc(C(=O)NC(c3ccccn3)C(F)(F)F)no2)c1 (stereo not given),i,i
CSc1ccc(CN(C)C(=O)COc2ccc(C(=O)c3ccccc3)cc2)cc1,i,i
CC(=O)Nc1ccc2c3c(cccc13)CC2,i,i
CCn1c(C(C)NS(=O)(=O)c2ccc(Cl)cc2)n[nH]c1=S (stereo not given),i,i
O=c1[nH]cnc2cc(Cl)ccc12,i,i
CN(C)S(=O)(=O)Nc1ccc(NS(=O)(=O)N(C)C)c(S(=O)(=O)c2ccccc2)c1,i,i
CCOc1ccc(NC(=O)CN(C)C(=O)C2CC(=O)N(CCc3ccccc3)C2)cc1OCC (stereo not given),i,i
CC(Sc1ccccc1)C(=O)Nc1ccc(N2CCOCC2)cc1 (stereo not given),i,i

# Reprinted from the listing, 16 compounds:
SMILES,CHT block,CHT PAM
COC(=O)C1=CN(C)C=C(C(=O)OC)C1c1ccc(O)c(OC)c1,i,i
Cc1noc(C)c1S(=O)(=O)Nc1ccccc1OC(F)(F)F,i,i
O=C(COC(=O)c1ccc2[nH]c3c(c2c1)CCCC3)Nc1ccccc1,i,i
Cc1cc(NC(=O)CSc2nnc(-c3ccncc3)n2C)n(-c2ccccc2)n1,i,i
O=c1c(Cc2ccccc2O)c(O)nc2n1CCCS2,i,i
Cn1nc(C(=O)NC2CCCCCC2)ccc1=O,i,i
O=C(NN=C1CCCCCCCCCCC1)c1ccccc1F,i,i
CCC1CCCCN1CCCNC(=O)C1CCN(c2nnc(-n3cccc3)s2)CC1 (stereo not given),i,i
Cc1ccc(C)c(OCc2cc(C(=O)NC(c3ccccn3)C(F)(F)F)no2)c1 (stereo not given),i,i
CSc1ccc(CN(C)C(=O)COc2ccc(C(=O)c3ccccc3)cc2)cc1,i,i
CC(=O)Nc1ccc2c3c(cccc13)CC2,i,i
CCn1c(C(C)NS(=O)(=O)c2ccc(Cl)cc2)n[nH]c1=S (stereo not given),i,i
O=c1[nH]cnc2cc(Cl)ccc12,i,i
CN(C)S(=O)(=O)Nc1ccc(NS(=O)(=O)N(C)C)c(S(=O)(=O)c2ccccc2)c1,i,i
CCOc1ccc(NC(=O)CN(C)C(=O)C2CC(=O)N(CCc3ccccc3)C2)cc1OCC (stereo not given),i,i
CC(Sc1ccccc1)C(=O)Nc1ccc(N2CCOCC2)cc1 (stereo not given),i,i

# Other compounds
SMILES,CHT block,CHT PAM
O=C(c1ccc(Cl)c(Cl)c1)N1CCN(c2ccccn2)CC1,i,i
C=CCc1cccc2cc(C(=O)N3CCN(C(=O)c4ccccc4)CC3)c(=O)oc12,i,i
COc1ccc(S(=O)(=O)N2CCCC(C(=O)NC3CC3)C2)cc1Cl (stereo not given),i,i
O=C(CSc1n[nH]c(-c2ccccc2)n1)NC1CCCCC1,i,i
Cc1ccc(NC(=O)c2c(-c3c(F)cccc3Cl)noc2C)cc1F,i,i
C=C(C)COc1ccc(-c2[nH]ncc2Oc2ccccc2OC)c(O)c1,i,i
Cc1ccc(-c2noc(CCC(=O)N3CCCC3)n2)cc1,i,i
Cc1nn(Cc2ccccc2)c2c1C(c1cccc(Cl)c1)C(C#N)=C(N)O2 (stereo not given),i,i
O=C(c1ccccc1)N1CCN(Cc2cccc(Oc3ccccc3)c2)CC1,i,i
CCOC(=O)N/N=C(/C)c1cccc(-n2cnnn2)c1,i,i
CC(C)NS(=O)(=O)c1ccc(OCC(=O)NCc2ccccc2)cc1,i,i
FC(F)(F)c1ccc(CN2CCCCCC2)cc1,i,i
O=C(NCCCn1ccnc1)c1ccc(Cl)c(Cl)c1,i,i
O=C(Cc1cccs1)NCCc1ccc(Cl)cc1,i,i
Cc1ccc(NC(=O)N2CCCC2C(=O)Nc2nnc(C(C)C)s2)cc1 (stereo not given),i,i
Cc1ccc(S(=O)(=O)/N=S(\C)CC2CC2(Cl)Cl)cc1 (stereo not given),i,i
CCOc1cc(CNCC(C)C)c(Cl)cc1OCC(=O)Nc1ccccc1,i,i
CCc1nnc(NC(=O)CSc2nnc3c4ccccc4n(C)c3n2)s1,i,i
COc1ccc2[nH]c(=O)c(CN(Cc3cccnc3)S(=O)(=O)c3ccccc3F)cc2c1,i,i
Cc1ccc(NC(=O)CS(=O)CC(=O)Nc2ccccc2-c2ccc(C)o2)cc1 (stereo not given),i,i
Cc1ccc(N2C(=O)C3CC(c4ccccc4)=C4C5C=CC(C6C(=O)N(c7ccc(C)cc7)C(=O)C56)C4C3C2=O)cc1 (stereo not given),i,i
O=C(NC(=S)NCCO)c1sc2ccccc2c1Cl,i,i
COc1ccc(Nc2cc(C)nc(-n3nc(C)cc3C)n2)cc1,i,i
CCOC(=O)C1=C(C(F)(F)F)Nc2ncnn2C1c1ccc(OC)cc1OC (stereo not given),i,i
CC(=O)c1ccc(NC(=S)N2CCCC(CO)C2)cc1 (stereo not given),i,i
O=C(NCc1cccnc1)c1cccn1-c1ncc(C(F)(F)F)cc1Cl,i,i
Cc1nn(CC(=O)Nc2ccccn2)c(=O)c2ccccc12,i,i
CCc1nnc(NC(=O)c2cc(-c3cccnc3)nc3ccccc23)s1,i,i
Cc1ccccc1N1CCN(C(=O)c2ccccc2NC(=O)c2ccccc2C(=O)O)CC1,i,i
Cc1ccccc1N1CCN(CCC(=O)Nc2ccc(F)cc2)CC1,i,i
CN1CCN(Cc2cc(COCc3ccccc3)c3cccnc3c2O)CC1,i,i
Cn1nc(C(C)(C)C)cc1C(=O)Sc1cccc(Br)c1,i,i
O=[N+]([O-])c1ccc(OCCO)c(P(=O)(c2ccccc2)c2ccccc2)c1,i,i
Cc1ccc(NS(=O)(=O)c2ccc(-c3ccc(=O)[nH]n3)o2)cc1Cl,i,i
CC(C)(C)c1ccc(C(=O)c2c[nH]c(C(=O)NCCCN3CCOCC3)c2)cc1,i,i
Cc1c(NS(=O)(=O)c2cc(C(=O)O)ccc2Cl)c(=O)n(-c2ccccc2)n1C,i,i
Brc1cccc(CN2CCCCCCC2)c1,i,i
Nc1ncn([C@@H]2O[C@H](CO)[C@@H](O)[C@H]2O)c(=O)n1,i,i
O=C(NC1CCCCC1)C1CCCN1C(=O)NCc1ccccc1 (stereo not given),i,i
S=C(NCC1CCCO1)N1CCc2ccccc2C1 (stereo not given),i,i
CCCN1CCN(CCCNC(=O)Cn2nc(-c3ccc(Cl)cc3)ccc2=O)CC1,i,i
COc1ccc2c(c1)CC[C@@H]1[C@@H]2CC[C@]2(C)[C@@H](C(=O)O)C[C@@H]12,i,i
O=C(O)c1ccc(Oc2ccc(S(=O)(=O)c3ccc(C(=O)O)c(C(=O)O)c3)cc2)cc1,i,i
CCCC(C(=O)NC(C)(C)C)N(Cc1ccc(F)cc1)C(=O)c1snc(C(N)=O)c1N (stereo not given),i,i
CN(CC(=O)N1CCCC1)S(=O)(=O)c1cccc(Cl)c1,i,i
Cc1ccnc(NS(=O)(=O)c2ccc(N3C(=O)c4c(Cl)c(Cl)c(Cl)c(Cl)c4C3=O)cc2)n1,i,i
NS(=O)(=O)c1ccc(-c2ccc(C=NC3CCS(=O)(=O)C3)o2)cc1 (stereo not given),i,i
O=C(NCCN1C(=O)S/C(=C\c2ccccc2)C1=O)c1cc(S(=O)(=O)N2CCOCC2)c(Cl)cc1Cl,i,i
C=CCC1(CC=C)CCCN1C(=O)c1cc(COc2cncc(Cl)c2)on1,i,i
Nc1nc(SCc2ccccc2Cl)nc2nc3c(cc12)CCCC3,i,i
O=C(NC1CCCCC1)C(c1ccccc1)N1CCc2ccccc21 (stereo not given),i,i
Cc1[nH]n(-c2ccccc2)c(=O)c1/C=N/NC(=O)COc1ccccc1[N+](=O)[O-],i,i
O=C(O)c1c(NC(=O)N2CCOCC2)sc2c1CCCC2,i,i
Cc1ccc(NCc2nnc(SC(C)C(=O)N/N=C/c3ccc(C)o3)n2-c2ccccc2)cc1 (stereo not given),i,i
Cc1ccc(N(CC(=O)NC(C)c2ccccc2)S(=O)(=O)c2c(C)n[nH]c2C)cc1 (stereo not given),i,i
Cc1ccc(C(=O)OCC(=O)c2ccc[nH]2)s1,i,i
CC1CCCC(C)N1C(=O)CSc1nnc(C2CCCCC2)o1 (stereo not given),i,i
CCOc1ccc(N2C(=O)CC(NCc3ccc(F)cc3)C2=O)cc1 (stereo not given),i,i
O=C(CCCc1nc2ccccc2s1)NCc1cccnc1,i,i
CC(=O)Nc1cc(C(=O)OCC(=O)c2ccc(Cl)cc2Cl)ccc1C,i,i

# Following part:
SMILES,CHT block,CHT PAM
COc1cc(C)c(-c2cc(C(=O)O)c(C)o2)cc1C(C)C,i,i
Cc1cc(/C=C2/SC(=S)N(c3cccc(Cl)c3)C2=O)c(C)n1-c1cccnc1,i,i
CCCCNC(=O)COC(=O)CCC(=O)c1ccc(F)cc1,i,i
CC(=O)N1CCc2c(sc(NC(=O)CCS(=O)(=O)c3ccc(C)cc3)c2C#N)C1,i,i
COc1ccccc1N1CCN(C(=O)CSc2nc3ncnc(N)c3[nH]2)CC1,i,i
Cn1cnnc1Sc1cc(N2CCN(S(=O)(=O)c3ccc4ccccc4c3)CC2)ccc1[N+](=O)[O-],i,i
COc1ccc(OC)c2c1sc(=NC(=O)C1CC1)n2C,i,i
Cc1ccnc(N2CCCC(C(=O)NCc3cccs3)C2)n1 (stereo not given),i,i
Clc1nc(-c2ccccc2)cc(-c2ccccc2)n1,i,i
O=C(CSc1nnc2scc(-c3ccccc3)n12)Nc1ccc2c(c1)OCCO2,i,i
O=S(=O)(Nc1ccc(Cl)nn1)c1ccccc1,i,i
COc1ccccc1OCC(=O)Nc1nc(-c2ccc(S(=O)(=O)N3CCOCC3)cc2)cs1,i,i
CC(NC(=O)Cc1ccc(NC2=NC3CS(=O)(=O)CC3S2)cc1)c1ccccc1 (stereo not given),i,i
CC1CCN(c2ncnc3nc[nH]c23)CC1,i,i
COCCNC(=O)[C@@]1(C)C=C[C@@H](Cc2ccccc2)N1C(=O)c1ccccc1,i,i
Cn1c(N)nc2nc(CCc3ccccc3)c(=O)[nH]c2c1=O,i,i
CCOc1ccc(S(=O)(=O)N(C)c2ccc(OCC(=O)NC3=NCCS3)cc2)cc1,i,i

# Assay outcomes: PubChem, Johns Hopkins Ion Channel Center
